NR5A2 inv ag = inverse agonists of human LRH-1 (NR5A2); O00482; HEK293T StAR-luciferase reporter, LRH-1 transfected, 24 h; inhibition, % at 3.6 µM; 0.13% of 360,000 active; AID 602396;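 active means inhibition above the mean inhibition of all tested compounds plus 3 SD, cut at about 73% in these data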;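 further: 0% = DMSO wells and 100% = reporter-only cells lacking LRH-1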
MC4R antag cAMP = blocks human MC4R cAMP signaling. P32245. MC4R-expressing cells, MTII-stimulated cAMP, LANCE TR-FRET. inhibition, % at 6.5 µM. 0.48% of 360,000 active. AID 540295;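 active means inhibition above its plate's cutoff, the mean of tested wells on that plate plus 3 SD, cut at about 29% in these data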;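 further: 0% = Melanotan II alone and 100% = Melanotan II plus saturating MCL0020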
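Material – human MC4R-expressing U2OS cells · Repeats – no replicates · Detection – TR-FRET with Eu-cAMP and labeled anti-cAMP, 671 nm · Times – compound 30 min, challenge 1 h, detection 1 h · Compound – single nominal compound dose of 6.5 µM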
EBV LMP1 NFkB = reduces LMP1-driven NF-kappaB luciferase signal. inhibition, % at 12.5 µM. 0.69% of 350,000 active. LMP1-induced NF-kappaB luciferase reporter cells, luminescence. AID 504558; in the data active means inhibition above about 41%;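 further: 0% = neutral control wells and 100% = reference inhibitor control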
NOD2 RIPK2 PPI = NOD2-RIPK2 protein interaction inhibition; O43353; inhibition, % at 4.98 µM; 0.38% of 360,000 active; CHO BLA complementation NOD2-RIPK2, CCF4 ratio; AID 624267; in the data active means inhibition above about 21%;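 further: 0% = vehicle only and 100% = reference blocker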
NR2F2 inh = NR2F2 (human) inhibition, primary screen. inhibition, % at 8.6 µM. 0.7% of 370,000 active. HEK293T NGFI-A luciferase reporter, luminescence. AID 686940;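 active means inhibition above a per-plate cutoff, mean inhibition of test wells between control levels plus 3 SD, cut at about 38% in these data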;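 further: cells cotransfected with COUP-TFII expression vector driving the NGFI-A reporter; 0% = median of COUP-TF2 test wells and 100% = reporter-only cells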
NCOA1 inh = human NCOA1 inhibition; AID 588354; HEK293 GAL4-SRC1 luciferase reporter, luminescence; Q15788; inhibition, % at 3.6 µM; 0.12% of 360,000 active;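 active means inhibition above the campaign mean plus 3 SD, with each screening campaign given its own cutoff, cut at about 60% in these data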;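 further: 0% = DMSO treated cells and 100% = gossypol at 36 µM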
SRC3 inh = inhibits human SRC3 coactivator; HEK293 GAL4-SRC3 luciferase reporter, luminescence; inhibition, % at 3.6 µM; 0.17% of 360,000 active; AID 588352;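 active means inhibition above a per-campaign cutoff, the mean of all compounds plus 3 SD, cut at about 60% in these data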;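 further: 0% = DMSO-treated cells and 100% = gossypol-treated cells at 36 µM; higher means less SRC3-driven luciferase light from the GAL4 reporter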
SRC2 inh = inhibits human steroid receptor coactivator 2; 0.17% of 370,000 active; HEK293 GAL4-SRC2 luciferase reporter, luminescence; Q15596; inhibition, % at 9 µM;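 active means inhibition above the mean inhibition of all tested compounds plus 3 SD, set per campaign, cut at about 52% in these data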;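 further: 0% = DMSO treated cells and 100% = cells given Gossypol at 36 µM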
MC4R barr agon = agonists of human melanocortin 4 receptor (MC4R) beta-arrestin; activation, % at 8.9 µM; U2OS MC4R beta-arrestin complementation, luminescence; percent of melanotan II response, DMSO zero; 0.98% of 360,000 active; P32245;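 active means activation above a per-plate cutoff, the mean activation of sample wells on that plate plus 3 SD, cut at about 8% in these data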
TLR9-MyD88 block = inhibitors of human TLR9-MyD88 binding | Q9NR96+Q99836 | CHO BLA complementation TLR9-MyD88, CCF4 FRET ratio | inhibition, % at 4.98 µM | 0.21% of 340,000 active;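 active means inhibition above the mean over all tested compounds plus 3 SD, cut at about 21% in these data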;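 further: 0% = DMSO only wells and 100% = clavulanate BLA inhibitor control wells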
Target sequence (Q99836 whole entry, looked up): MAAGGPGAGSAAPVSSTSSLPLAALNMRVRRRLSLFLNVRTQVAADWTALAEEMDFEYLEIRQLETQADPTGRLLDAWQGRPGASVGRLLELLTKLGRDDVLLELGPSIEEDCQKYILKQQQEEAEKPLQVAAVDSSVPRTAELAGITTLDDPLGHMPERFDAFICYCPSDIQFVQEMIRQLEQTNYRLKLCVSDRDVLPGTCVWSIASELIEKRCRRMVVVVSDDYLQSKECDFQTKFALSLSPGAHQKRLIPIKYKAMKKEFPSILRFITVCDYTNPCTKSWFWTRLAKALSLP
Target sequence (Q9NR96 whole entry, looked up): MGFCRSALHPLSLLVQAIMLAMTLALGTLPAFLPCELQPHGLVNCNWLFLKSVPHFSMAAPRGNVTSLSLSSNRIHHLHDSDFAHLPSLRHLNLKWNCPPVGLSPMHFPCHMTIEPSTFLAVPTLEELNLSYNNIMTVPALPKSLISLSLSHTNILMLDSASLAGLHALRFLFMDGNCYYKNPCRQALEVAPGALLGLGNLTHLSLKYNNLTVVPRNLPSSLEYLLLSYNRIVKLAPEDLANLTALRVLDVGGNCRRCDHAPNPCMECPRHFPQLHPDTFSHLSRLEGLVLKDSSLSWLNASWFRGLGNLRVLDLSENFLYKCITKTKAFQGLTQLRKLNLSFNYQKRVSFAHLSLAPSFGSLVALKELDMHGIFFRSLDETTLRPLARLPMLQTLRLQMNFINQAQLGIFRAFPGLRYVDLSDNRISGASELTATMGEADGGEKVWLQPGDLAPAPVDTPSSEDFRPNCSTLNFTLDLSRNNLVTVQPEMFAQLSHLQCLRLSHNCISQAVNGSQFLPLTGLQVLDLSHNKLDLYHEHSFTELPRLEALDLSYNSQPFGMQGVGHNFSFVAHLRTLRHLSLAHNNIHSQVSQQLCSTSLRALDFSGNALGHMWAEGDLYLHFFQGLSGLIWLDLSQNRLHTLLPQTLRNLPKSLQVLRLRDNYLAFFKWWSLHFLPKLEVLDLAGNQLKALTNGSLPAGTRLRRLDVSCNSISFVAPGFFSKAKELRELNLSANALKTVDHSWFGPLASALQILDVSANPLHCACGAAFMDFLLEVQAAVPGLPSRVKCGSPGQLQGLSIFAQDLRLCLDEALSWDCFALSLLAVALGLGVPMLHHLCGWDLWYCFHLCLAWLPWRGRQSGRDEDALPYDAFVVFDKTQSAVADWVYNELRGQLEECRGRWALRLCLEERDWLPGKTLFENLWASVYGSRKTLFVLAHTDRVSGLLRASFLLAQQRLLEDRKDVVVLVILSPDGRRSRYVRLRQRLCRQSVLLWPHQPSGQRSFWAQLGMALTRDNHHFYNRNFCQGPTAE
ABHD5-PLIN5 inh = ABHD5-PLIN5 protein interaction inhibition | Q00G26+Q8WTS1 | Split G. princeps luciferase complementation, luminescence, 4 h | inhibition, % at 4 µM | 0.78% of 360,000 active | AID 602281;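 active means inhibition above the mean inhibition across every tested compound plus 3 SD, cut at about 22% in these data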;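 further: 0% = DMSO only wells and the 100% control is not disclosed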
Numbers without * were called inactive; . = no result given. A portion of the library; count on the stated rates, not on these rows.

SMILES | NR5A2 inv ag | MC4R antag cAMP | EBV LMP1 NFkB | NOD2 RIPK2 PPI | NR2F2 inh | NCOA1 inh | SRC3 inh | SRC2 inh | MC4R barr agon | TLR9-MyD88 block | ABHD5-PLIN5 inh
O=C(NCCc1ccc(Cl)cc1)C1CCC(=O)N1Cc1ccc(F)cc1 (configuration not stated) | 16 | 2 | -7 | 9 | -10 | 11 | 9 | -14 | -1.1 | 4 | 3
CN(C(=O)COC(=O)c1cc2c(s1)CCCCC2)C1CCS(=O)(=O)C1 (configuration not stated) | -11 | -4 | -9 | 1 | -8 | -18 | -12 | 3 | -2.7 | -9 | 3
CC(=O)C(Cc1ccccc1)NC(=O)CN(C)Cc1ccccc1Cl (configuration not stated) | -4 | 18 | -4 | 1 | -8 | -12 | -6 | -4 | 0.5 | -1 | -9
CCCc1nc2oc3ccccc3c(=O)c2c(=O)n1-c1ccc(C)cc1 | -115 | 1 | . | -10 | -40 | -100 | -72 | -39 | -0.6 | . | -3
O=C(Oc1ccc2ccccc2c1Cl)N1CCCC1 | -149 | 3 | -52 | 4 | -39 | -142 | -181 | -88 | -0.1 | 2 | 7
CC(C)(C)OC(=O)NCCCC[C@H](NC(=O)c1nc[nH]c1C(=O)N[C@@H](CCCCNC(=O)OC(C)(C)C)C(=O)OC(C)(C)C)C(=O)OC(C)(C)C | 15 | 15 | 16 | -6 | 13 | 30 | 34 | 15 | -1.4 | 3 | 14
O=C(NC1CCCCC1)C(c1ccc(F)cc1)N(Cc1ccco1)C(=O)Cn1nnc2ccccc21 (configuration not stated) | -19 | 14 | 7 | 2 | -7 | -9 | 24 | 7 | -1.7 | 4 | 1
CCCCN(C(=O)C1CCN(C(=O)c2ccccc2C)CC1)c1c(N)n(CCC)c(=O)[nH]c1=O | 8 | -1 | 1 | -17 | 17 | -14 | 19 | -8 | 0.6 | 1 | 7
COCCCNC(=O)CNC(=O)c1nn(-c2ccc(OC)cc2OC)c(=O)c2ccccc12 | -4 | 3 | 9 | -1 | 2 | 13 | -5 | -6 | -0.7 | 6 | -2
CC(C)CNC(=O)COC(=O)CCC(=O)c1ccc(Cl)cc1 | 9 | 1 | 4 | 9 | 1 | 6 | 12 | 15 | -1.3 | 6 | -5
CCc1c(C)sc(NC(=S)Nc2nc(C)cc(C)n2)c1C(=O)OC | 4 | -1 | -19 | 0 | 0 | 3 | -15 | -9 | -4.7 | 0 | -3
O=C(CO/N=C/c1ccc(Cl)cc1Cl)NNC(=O)c1cccc(Cl)c1 | -9 | 3 | 3 | -9 | -40 | -4 | 15 | 11 | 6.7 | -10 | 3
Cc1noc(NS(=O)(=O)c2ccc(NC(=O)COc3ccc(Cl)cc3Cl)cc2)c1C | -20 | 10 | -1 | -10 | -1 | 6 | 3 | -6 | 1.1 | 4 | -3
O=C1CNC(=O)/C1=C\c1ccc(O)cc1 | 1 | -1 | -1 | -3 | 1 | 2 | -8 | -32 | -1.3 | -4 | 7
COc1ccc(C(=O)Oc2ccc(/C=N/NC(=O)c3ccccc3OC)cc2[N+](=O)[O-])cc1 | 3 | -6 | 3 | 4 | 2 | 24 | 23 | 8 | 5.2 | -13 | 13
O=C(N/N=C/c1cc2c(cc1[N+](=O)[O-])OCO2)c1cccnc1 | 9 | -32 | -4 | -7 | -2 | -21 | 7 | -4 | -0.5 | -5 | -8
O=C(Cn1nnc(-c2ccccc2)n1)NNC(=O)c1cccc([N+](=O)[O-])c1 | -5 | 1 | 2 | -14 | -6 | -9 | -5 | 1 | -2.1 | -3 | 0
N#Cc1ccccc1OCC(=O)OCC(=O)NC1CCS(=O)(=O)C1 (configuration not stated) | 1 | 5 | 2 | -8 | -1 | 1 | -5 | 1 | -2.1 | -3 | -4
COc1ccc(-n2c(C)cc(/C=C3/SC(=O)N(CC(=O)N4CCOCC4)C3=O)c2C)cc1 | 3 | -2 | 4 | 0 | -3 | -19 | 9 | 2 | 0.7 | -2 | 0
Cc1ccc(OCC(=O)N(Cc2ccc(N(C)C)cc2)C2CCS(=O)(=O)C2)cc1C (configuration not stated) | -1 | -3 | 3 | -11 | 6 | -23 | 19 | 11 | 0.4 | -2 | 1
C[C@H](CO)N1C[C@H](C)[C@@H](CN(C)C(=O)Nc2ccc3c(c2)OCO3)Oc2ccc(NS(=O)(=O)c3cn(C)cn3)cc2C1=O | 8 | 1 | -2 | -4 | 0 | -15 | 9 | 15 | 0.1 | 5 | 5
CC1CN(Cc2cc(=O)oc3cc(O)ccc23)CC(C)O1 (configuration not stated) | 8 | 8 | 0 | 3 | -19 | -4 | 10 | -7 | 1.6 | -5 | -5
O=C(COC(=O)CC(NC(=O)c1ccccc1Cl)c1ccccc1)Nc1cccc(F)c1 (configuration not stated) | 4 | 1 | -2 | 1 | -1 | 14 | 7 | 22 | -2.1 | -12 | -5
CCOc1ccc2ccccc2c1/C=N/NC(=O)c1ccc(C)nc1 | 9 | -22 | 13 | -4 | -3 | 23 | -12 | -25 | -1.6 | -7 | 2
COC(=O)c1cccc(C(=O)Nc2ccc(C)cc2)n1 | -48 | 0 | -11 | 0 | -25 | -67 | -33 | -32 | 0.6 | -5 | 1
SMILES | NR5A2 inv ag | MC4R antag cAMP | EBV LMP1 NFkB | NOD2 RIPK2 PPI | NR2F2 inh | NCOA1 inh | SRC3 inh | SRC2 inh | MC4R barr agon | TLR9-MyD88 block | ABHD5-PLIN5 inh
Cc1[nH]c2c(ccc3cccnc32)c1C | 5 | 6 | -4 | -5 | -7 | 10 | 8 | -31 | 0.4 | 0 | 3
COC(=O)[C@@]1(Sc2ccccc2)CC(=O)N[C@@H]1c1ccccc1 | -8 | . | . | -2 | -20 | . | . | -16 | . | . | -4
CCOc1ccc(C2C(C(=O)c3cccs3)=C(O)C(=O)N2Cc2cccnc2)cc1OC (configuration not stated) | -6 | 13 | -1 | -5 | 1 | -6 | -12 | 1 | 0.9 | -10 | -2
Cc1[nH]c2ccc(-c3nnc(SCC(=O)c4ccc(F)cc4)o3)cc2c1C | -8 | 2 | 10 | -6 | 14 | 2 | -2 | -4 | 2.4 | -16 | -10
CCOC(=O)c1oc2ccccc2c1NC(=O)c1ccc(S(=O)(=O)N(C)C)cc1 | -13 | 19 | 9 | -3 | -9 | -13 | 11 | -21 | 0.4 | -6 | 3
CCOC(=O)C1CCCN(c2c(Nc3ccc(OCC)cc3)c(=O)c2=O)C1 (configuration not stated) | 4 | 2 | 0 | 7 | 6 | -4 | 11 | 12 | -1.8 | -8 | 3
CCN(CC)S(=O)(=O)c1cc(C(=O)Nc2ccncc2)ccc1Cl | 16 | 1 | 15 | 2 | 64* | 11 | 7 | 24 | 0.8 | -12 | -3
O=C(Nc1ccc(Cl)c(Cl)c1)C1CC(=O)N(c2ccc(Br)cc2)C1 (configuration not stated) | 2 | 3 | 9 | 10 | -18 | -52 | 9 | -10 | -1.4 | 6 | -1
Cc1[nH]n(C(N)=S)c(=O)c1N=Nc1cccc(C(F)(F)F)c1 | -7 | 10 | -41 | -2 | 11 | -18 | -7 | -6 | -3.1 | -3 | 5
COc1cccc(C(NC(C)=O)c2nc(-c3ccoc3)cs2)c1 (configuration not stated) | -6 | 7 | . | -3 | -10 | 11 | 0 | -33 | -2.1 | . | 10
Cc1ccccc1NS(=O)(=O)c1ccc2oc(=O)ccc2c1 | -20 | 19 | -7 | -2 | 7 | 5 | -9 | 14 | 1.8 | 2 | -1
Cc1cc(C)nc(N2CCC(C(=O)Nc3ccc4c(c3)OCCO4)CC2)n1 | 0 | 7 | -2 | -2 | 4 | 15 | 10 | 28 | -0.7 | -6 | 5
Cc1nc2[nH]c(=S)[nH]c2c(=O)[nH]1 | 10 | 5 | 4 | -8 | 7 | 6 | -15 | -2 | -2.5 | 6 | 6
Cc1ccc(NC(=O)CSc2nnc(-c3cnccn3)n2Cc2ccco2)cc1C | 4 | 9 | 0 | -1 | 8 | 10 | 7 | 12 | -1.0 | 3 | 15
CCCC(=NCCc1c(C)[nH]c2ccccc12)C1=C(O)CC(c2ccccc2)CC1=O (configuration not stated) | 1 | -12 | 6 | 5 | 4 | 4 | 16 | 1 | -1.7 | -5 | -2
C=CCNC(=O)c1ccc(OC)cc1 | -9 | 13 | -3 | -9 | 3 | -32 | -11 | -11 | 0.0 | 7 | -3
CC(C)C(C)NC(=O)CN1C(=O)NC(c2ccccc2)(c2ccccc2)C1=O (configuration not stated) | 11 | 8 | -8 | -14 | 9 | 18 | 2 | -38 | -1.6 | -3 | 9
Fc1ccc(-c2csc(N3CCSCC3)n2)cc1 | 14 | 16 | -40 | 0 | -36 | -7 | 0 | -6 | 2.1 | 8 | -6
COc1cccc(-c2nc(-c3ccc(NC(=O)c4cccnc4)cc3)no2)c1 | -39 | 9 | 4 | -6 | 2 | -25 | -21 | -15 | 4.0 | -1 | 4
CN(Cc1ccccc1)C(=O)COc1ccc2ccccc2c1 | -17 | 16 | . | -5 | -24 | -16 | -7 | -13 | -1.2 | . | 5
CCCCC1C2=C(CC(C)(C)CC2=O)OC2=C1C(=O)CC(C)(C)C2 | 6 | -3 | -3 | -8 | 25 | 13 | 10 | 7 | -1.3 | -1 | 3
C/C(=N/Nc1ncc(C(F)(F)F)cc1Cl)c1ccncc1 | 7 | -1 | -3 | -10 | -12 | 9 | 1 | -37 | -1.7 | . | -5
COc1cccc(-n2cnnn2)c1 | 8 | 2 | 3 | -8 | -3 | 5 | 6 | -24 | -0.3 | -1 | 7
CCOC(=O)Cn1c(=O)c(-c2ccccc2NC)nc2ccccc21 | 28 | -1 | -2 | -6 | -1 | -7 | 18 | -28 | -2.7 | 7 | 3
COc1ccccc1CNCC(=O)Nc1ccc(N(C)C)cc1 | -25 | 5 | -5 | -10 | -32 | -65 | -47 | -73 | -0.7 | -4 | -2
C[C@H](NC(=O)c1nc[nH]c1C(=O)NCc1ccccc1)C(=O)OCc1ccccc1 | -12 | 1 | -5 | 4 | 9 | 8 | 17 | 18 | 5.0 | -1 | -3
COC(=O)Cc1ccc(NC(=S)Nc2cccc(C)n2)cc1 | -4 | 11 | 5 | -12 | -6 | 4 | -12 | 9 | -2.0 | 6 | 0
COc1cccc(C(C)(O)c2nc(-c3cnc4ccccc4c3)cs2)c1 (configuration not stated) | 15 | -5 | . | -4 | 23 | -13 | -9 | -21 | 0.9 | . | -4
CC(=O)c1sc(C(=O)O)c(-c2ccco2)c1-c1ccco1 | 1 | 17 | -1 | -5 | 1 | -6 | -4 | -31 | -1.0 | -3 | 13
CCOC(=O)c1sc2nc(CC(=O)OC)nc(NCc3ccc(F)cc3)c2c1C | 14 | -14 | 19 | -6 | 13 | 7 | 25 | 31 | 1.1 | -5 | -1

Shown as a hit in NR2F2 inh (from the list above):
SMILES | NR5A2 inv ag | MC4R antag cAMP | EBV LMP1 NFkB | NOD2 RIPK2 PPI | NR2F2 inh | NCOA1 inh | SRC3 inh | SRC2 inh | MC4R barr agon | TLR9-MyD88 block | ABHD5-PLIN5 inh
CCN(CC)S(=O)(=O)c1cc(C(=O)Nc2ccncc2)ccc1Cl | 16 | 1 | 15 | 2 | 64* | 11 | 7 | 24 | 0.8 | -12 | -3
